Bioassay records from PubChem BioAssay.
3T3 cytotox: kills NIH 3T3 cells. NIH 3T3 viability, CellTiter-Glo ATP luminescence, 48-72 h. Potency, µM (top dose mostly 96.7 µM), without a hit: at the top dose activity change, negative = cytotoxicity, actives largely listed as inhibitors. 94,000 compounds, 4.3% hits; also: potency is read from the fitted curve at half-maximal effect; nearly all actives have a fitted effect of over 55% in size
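Mouse fibroblast NIH 3T3 cells, 400 per well, received compound via pintool and were incubated for 48 or 72 hr prior to CellTiter-Glo ATP luminescence measurement.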
SNCA expr inhib: inhibitors of alpha-synuclein (SNCA) gene expression; HEK-293 SNCA-luciferase knock-in, luminescence, 24 h; AID 1671194; 140,000 compounds, 0.17% hits; Potency, µM (series often up to 57.2 µM), without a hit: at the top dose activity change, negative = inhibition, hits mostly inhibitors;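 also: potency is read from the fitted curve at half-maximal effect; plate controls were DMSO cells for no effect and cell-free wells for full effect; nearly all actives have a fitted effect of over 45% in size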
IP6K1 inh: inhibitors of human IP6K1. IP6K1 kinase, ADP-Glo luminescence, 2 h; stronger effect = lower value. activity change, % (series mostly up to about 58 µM). 140,000 compounds, 0.81% hits. AID 1645851; in the data active = activity change below about -25%
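ADP-Glo luminescence measures ADP made by human IP6K1 during a 2 h RT reaction with ATP/IP6 (mix at 1.3 mM/130 uM); top library doses 57.5 and 19.1 uM final.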
HEK cytotox: HEK 293 cell cytotoxicity; HEK 293 viability, ATP luminescence (CellTiter-Glo), 48-72 h; Potency, µM (highest dose often 115 µM), for inactives: top-dose activity change, negative = cytotoxicity, most hits filed as inhibitors; 94,000 compounds, 6.6% hits; AID 1345083; also: potency is read from the fitted curve at half-maximal effect; nearly all actives have a fitted effect of over 60% in size
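Cytotoxicity was scored by loss of ATP-coupled luminescence (CellTiter-Glo) in HEK 293 cells. Compound treatment ran 48 or 72 hr at 37 degree Celsius, 5% CO2, 95% humidity.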
HEK293 viab: counter-screen for SNCA expression inhibitors: cell viability; HEK-293-SNCA-luc viability, GF-AFC fluorescence, 24 h; Potency, µM (titrated, usually from 57.1 µM), inactives show at the highest dose activity change, negative = cytotoxicity, hits mostly cytotoxic; 150,000 compounds, 0.12% hits;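 also: potency is read from the fitted curve at half-maximal effect; 0% = DMSO-treated cells and -100% = medium-only wells without cells; nearly all actives have a fitted effect of over 30% in size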
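HEK-293-SNCA-luc cells (1500/well) plated 24 h, then exposed 24 h to a dilution series; GF-AFC added 30 min at 37C, fluorescence 405/540 nm; normalised to medium-only and DMSO wells, Hill fit.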
Luciferase inh: inhibitors of firefly (Photinus pyralis) luciferase | P08659 | purified P. pyralis luciferase, luminescence, biochemical | Potency, µM (doses to about 115 µM), for the others: at the highest dose activity change, negative = inhibition, actives largely listed as inhibitors | 76,000 compounds, 2.5% hits | AID 1347043; also: potency is read from the fitted curve at half-maximal effect; nearly all actives have a fitted effect of over 65% in size
Target sequence (P08659 whole entry, looked up): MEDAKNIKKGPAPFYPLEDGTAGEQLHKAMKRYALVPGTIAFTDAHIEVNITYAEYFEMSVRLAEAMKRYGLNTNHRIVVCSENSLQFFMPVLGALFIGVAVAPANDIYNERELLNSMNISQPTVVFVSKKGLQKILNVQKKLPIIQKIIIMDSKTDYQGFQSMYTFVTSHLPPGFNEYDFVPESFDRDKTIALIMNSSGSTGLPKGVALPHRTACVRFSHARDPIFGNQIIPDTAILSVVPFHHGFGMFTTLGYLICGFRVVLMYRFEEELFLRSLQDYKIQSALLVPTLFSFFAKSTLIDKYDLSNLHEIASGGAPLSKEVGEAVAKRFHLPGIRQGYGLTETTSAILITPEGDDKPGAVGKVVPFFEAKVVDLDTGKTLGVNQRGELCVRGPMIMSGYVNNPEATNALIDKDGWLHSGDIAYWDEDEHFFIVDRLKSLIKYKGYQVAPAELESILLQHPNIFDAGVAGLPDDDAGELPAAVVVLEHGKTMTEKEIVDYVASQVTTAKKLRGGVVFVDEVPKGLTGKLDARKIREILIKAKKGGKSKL
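Purified P. pyralis luciferase (10nM final) in 50mM Tris acetate pH 7.5, 10mM Mg acetate, 0.01% Tween-20, 0.05% BSA with 10uM D-luciferin and 10uM ATP. Compounds titrated qHTS. Luminescence imaged on CCD.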
GPT2 inh: GPT2 alanine aminotransferase inhibition; Q8TD30; Recombinant GPT2, coupled pyruvate oxidase/HRP Amplex Red fluorescence; Potency, µM (highest dose often 57.7 µM), without a hit: top-dose activity change, negative = inhibition, actives largely listed as inhibitors; 100,000 compounds, 0.25% hits; also: potency is read from the fitted curve at half-maximal effect; nearly all actives have a fitted effect of over 60% in size; many of its hits are not listed in these tables
Target sequence (Q8TD30 whole entry, looked up): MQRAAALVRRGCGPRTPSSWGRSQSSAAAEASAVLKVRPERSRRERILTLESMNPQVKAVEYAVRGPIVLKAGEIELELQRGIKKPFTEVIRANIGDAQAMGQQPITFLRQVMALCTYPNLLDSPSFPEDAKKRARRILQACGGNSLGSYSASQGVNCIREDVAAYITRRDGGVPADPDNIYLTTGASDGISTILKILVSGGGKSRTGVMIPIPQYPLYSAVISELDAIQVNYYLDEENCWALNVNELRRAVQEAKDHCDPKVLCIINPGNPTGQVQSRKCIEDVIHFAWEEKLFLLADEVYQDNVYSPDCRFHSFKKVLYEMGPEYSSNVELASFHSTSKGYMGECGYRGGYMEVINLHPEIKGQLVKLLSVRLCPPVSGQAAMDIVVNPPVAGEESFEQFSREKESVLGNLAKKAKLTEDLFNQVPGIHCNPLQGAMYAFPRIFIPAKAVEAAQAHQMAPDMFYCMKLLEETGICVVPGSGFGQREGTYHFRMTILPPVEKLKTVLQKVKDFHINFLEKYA
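Recombinant GPT2 (10ng/uL) with 250uM a-KG and 2mM L-alanine, 30 min at room temperature, in HEPES pH 7.5 buffer. Pyruvate detected by pyruvate oxidase/HRP/Amplex Red fluorescence after 30 min in the dark; AOA (50uM) as positive control.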
The depositor's hits bear a star; i = inactive; ? = inconclusive; / = not tested or not shown; [ ] = another dose, or the depositor's remark. Unless noted, calls follow the shape of the dose curve; as a rule, active = well fitted curve in the direction sought with a large enough effect; inconclusive = small, poorly fitted or top-dose-only effect, or another doubt; inactive = no such curve, though single readings can be large; an effect the other way counts as inactive or inconclusive. Unless noted, % is scaled to controls: 0 for no effect and ±100 for the full control effect.

cpd	SMILES	3T3 cytotox	SNCA expr inhib	IP6K1 inh	HEK cytotox
1	O=C(c1nc2cccnc2n(C2CC2)c1=O)N1CCN([S+](=O)([O-])c2cccs2)CC1	-7%	-2%	-7	i
2	Cc1oc2c(c(C)cc3oc(=O)c(CC(=O)NCc4ccc(F)cc4)c(C)c32)c1C	/	3%	-8	/
3	Cc1cccc(-c2cccc(CN3CCC(N[S+](=O)([O-])c4c(C)noc4C)CC3)c2)c1	32µM*	5%	-4	28µM*
4	CN1C(=O)CC(C(=O)O)C12CCN(Cc1cnc(CC3CCCC3)[nH]1)CC2 (centres undefined)	i	-22%	-10	i
5	CCOc1ccc(NC(=O)C2CCCN(S(=O)(=O)c3c(C)noc3/C=C/N(C)C)C2)cc1 (centres undefined)	/	-27%	-11	/
6	CC(C)c1ccc(S(=O)(=O)N2CCC(CCc3nc(C4CCOCC4)no3)CC2)cc1	?	-21%	14	?
7	Cc1ccc2c(c1)N1C(=O)OC[C@@H]1CCN(S(C)(=O)=O)C2	i	5%[87.6 µM]	-9	-2%[172 µM]
8	Cn1cncc1[C@@](N)(c1ccc(Cl)cc1)c1ccc2c(c1)c(-c1cccc(Cl)c1)cc(=O)n2C	/	-26%	/	/
9	COCCNC(=O)C[C@@H]1C[C@H]2O[C@H](CNC(=O)NC3CCC3)[C@@H](O)[C@H]2O1	1%[174 µM]	-12%[87.6 µM]	-6	-10%[172 µM]
10	COc1ccc(CN2CCc3ncc(C(=O)NCc4ccc5c(c4)OCO5)n3CC2)cn1	?	7%[87.6 µM]	5	-22%[172 µM]

cpd	HEK293 viab	Luciferase inh	GPT2 inh
1	-11%	/	i
2	-9%	/	/
3	-5%	/	-12%
4	-14%	-3%	4%
5	3%	/	/
6	-5%	/	i
7	6%[87.6 µM]	14%[172 µM]	3%[88.5 µM]
8	-17%	/	0%
9	0%[87.6 µM]	1%[172 µM]	4%[88.5 µM]
10	-5%[87.6 µM]	-4%[172 µM]	-10%[88.5 µM]

(more compounds)
cpd	SMILES	3T3 cytotox	SNCA expr inhib	IP6K1 inh	HEK cytotox
11	CCS(=O)(=O)N1CCc2nc(-c3ccccc3)[nH]c2C1	-17%	77%[activator]	11	-13%
12	CCOc1cccc(CN2CCC([C@@H]3CNC[C@H]3CO)CC2)c1	-2%	-5%	-6	i
13	Cc1nn(CC(=O)NCc2ccccc2Cl)c(=O)c2nn(-c3ccccc3)c(C)c12	/	12%	60	/
14	Cc1ccc(N2C(=O)N(CC(=O)C(C)(C)C)c3ccccc3S2(=O)=O)cc1C	/	-7%	-1	/
15	COc1ccc(N2CC(NC(=O)c3cc4ccccc4o3)CC2=O)cc1OC (centres undefined)	/	-2%	0	/
16	COc1cccc(-c2cnc([C@@H]3COCCN3Cc3cnc4ccccc4c3)[nH]2)c1	-22%[138 µM]	9%[87.6 µM]	6	100µM*
17	COCCOc1ccnc(-c2noc([C@@H]3CCCN3CC3CC3)n2)c1	-28%[174 µM]	38%[activator][87.6 µM]	27	-12%[172 µM]
18	CN(C)c1nsc(N2CCC3(CC2)C(C(=O)O)CC(=O)N3C)n1 (centres undefined)	3%	-7%	-3	3%
19	Cc1ccc(-c2cccc(CN3CCCC3C(=O)NC3CCC3)c2)cc1Cl (centres undefined)	40µM*	/	22	28µM*
20	O=C(c1ccc(Cl)cc1)N1CCn2c(nn(-c3ccc([N+](=O)[O-])cc3)c2=O)C1	i	?	-17	i

cpd	HEK293 viab	Luciferase inh	GPT2 inh
11	?	/	3%
12	-3%[12.5 µM]	3%	-3%
13	6%	/	/
14	-1%	/	/
15	2%	/	/
16	-7%[87.6 µM]	13%[172 µM]	3%[88.5 µM]
17	-23%[87.6 µM]	-13%[172 µM]	i
18	2%	1%	-12%
19	/	/	/
20	4%	/	i

The results go on:
cpd	SMILES	3T3 cytotox	SNCA expr inhib	IP6K1 inh	HEK cytotox
21	CCOc1ccc(C2Nc3c(C)cccc3-c3cc(C)nn32)cc1 (centres undefined)	/	-5%	-1	/
22	CCOc1ccc(-c2nonc2NC(=O)c2oc3cc(Br)ccc3c2C)cc1	/	-29%	5	/
23	CS(=O)(=O)NCC(=O)N1CCCCCNC(=O)CC1c1ccccc1 (centres undefined)	2%	1%	-5	?
24	C#CC(C)(CC)OC(=O)c1ccccc1C(=O)O (centres undefined)	/	-37%[25.6 µM]	-10	/
25	CC1=C[C@@H](CNC(=O)Cn2cnnn2)[C@H](C(C)C)C[C@H]1Cc1nc2ccncc2[nH]1	-26%[174 µM]	8%[87.6 µM]	0	?
26	N#Cc1ccc(C(=O)N2CCCN(CCc3ccccc3)c3ccccc32)cc1	?	-22%	-17	?
27	CCOc1ccccc1NC(=O)CSc1nccn1-c1ccc(Cl)cc1	/	-9%	-12	/
28	COc1ccc(C(CNC(=O)c2ccc(F)cc2)N2CCCC2)cc1 (centres undefined)	/	34%	3	/
29	COc1ccc(CCNc2ncnc3onc(C)c23)c(OC)c1	/	-4%	2	/
30	CC(=O)c1cccc(NC(=O)Cn2c(C)c3cnn(-c4ccccc4)c(=O)c3c2C)c1	/	-6%	-13	/

cpd	HEK293 viab	Luciferase inh	GPT2 inh
21	?	/	/
22	-7%	/	/
23	3%	-11%	i
24	-26%[23.9 µM]	/	i
25	-3%[87.6 µM]	0%[172 µM]	-3%[88.5 µM]
26	-5%	2%	1%
27	-8%	/	/
28	4%	/	/
29	16%	/	/
30	3%	/	/

3 records picked at random from the list so far:
cpd	SMILES	3T3 cytotox	SNCA expr inhib	IP6K1 inh	HEK cytotox
22	CCOc1ccc(-c2nonc2NC(=O)c2oc3cc(Br)ccc3c2C)cc1	/	-29%	5	/
23	CS(=O)(=O)NCC(=O)N1CCCCCNC(=O)CC1c1ccccc1 (centres undefined)	2%	1%	-5	?
28	COc1ccc(C(CNC(=O)c2ccc(F)cc2)N2CCCC2)cc1 (centres undefined)	/	34%	3	/

cpd	HEK293 viab	Luciferase inh	GPT2 inh
22	-7%	/	/
23	3%	-11%	i
28	4%	/	/

New compounds follow:
cpd	SMILES	3T3 cytotox	SNCA expr inhib	IP6K1 inh	HEK cytotox
31	O=C(c1ccoc1)N1CCC2(CC1)CC(N(C(=O)c1ccccc1)C1CC1)CCO2 (centres undefined)	-12%	-23%	-1	-28%
32	O=C(c1ccccc1)N1Cc2ccccc2NC(=O)C12CCNCC2	3%	27%	-9	1%
33	O=C(NCC1CN(Cc2cccnc2)CC12CN(c1ccccc1)C2)Nc1ccccc1 (centres undefined)	-15%[138 µM]	7%[87.6 µM]	8	?
34	CNC(=O)N1C[C@@H](Oc2ccccc2)C[C@H]1C(=O)N1CCOCC1	-7%	-4%	-2	2%
35	COc1ccc(-c2nc(SCC(=O)Nc3ccc4c(c3)OCCO4)c(-c3ccc(F)cc3)[nH]2)cc1OC	/	33%	-10	/
36	Cc1nn2c(=O)cc(COC(=O)COc3ccc(F)cc3)nc2s1	/	18%	4	/
37	Cn1ncc2c(C(=O)N3CCCCC3)cc(-c3cccc(F)c3)nc21	?	/	21	?
38	Cc1ccc(C)c(Cn2c(-c3cccc(Cl)c3)nc(C)c(CCO)c2=O)c1	?	-2%	-6	?
39	O=C(c1nnc(CNC2CCOCC2)n1-c1ccccc1)N1CCC[C@@H]1C(c1ccccc1)c1ccccc1	?	-8%	-19	-22%
40	COc1cc(OC)cc(C(=O)NCC2CCCN(C(=O)CCNC(C)=O)C2)c1 (centres undefined)	-16%	7%	9	-4%

cpd	HEK293 viab	Luciferase inh	GPT2 inh
31	6%	4%	-5%
32	-1%	-1%	-4%
33	-20%[87.6 µM]	3%[172 µM]	i
34	1%	-10%	-21%
35	?	/	/
36	-2%	/	/
37	/	/	/
38	11%	-7%	-22%
39	-2%	0%	-12%
40	-10%	7%	i

Other compounds follow:
cpd	SMILES	3T3 cytotox	SNCA expr inhib	IP6K1 inh	HEK cytotox
41	Clc1ccc(CN2CCOC[C@H](Oc3cccnc3)C2)cc1	?	-1%[87.6 µM]	-1	?
42	CCc1nncn1C1CCN(S(=O)(=O)c2ccccc2)CC1	-22%	-2%	12	2%
43	CCOc1ccc(-c2cn3c(n2)sc2cc(C(=O)NCCc4ccc(OC)c(OC)c4)ccc23)cc1	/	142%[activator]	13	/
44	Cc1cccc(NC(=O)N2CCC3(CC2)SCC(=O)N3Cc2ccco2)c1	-24%	27%	24	?
45	Cc1cc(C)n(CCC(=O)N2CCC(C3CCN(S(C)(=O)=O)CC3)C2)n1 (centres undefined)	-10%	?	34	-6%
46	CCOc1ccc(CC(=O)NCCn2ccn3nc(-c4ccc(C)cc4C)cc3c2=O)cc1	?	-14%	-7	?
47	CC(C)CN1C(=O)CCc2cc(NC(=O)c3ccc4c(c3)OCO4)ccc21	?	-5%	15	40µM*
48	O=C(NCc1noc2ccccc12)N1CCN(c2ccccc2F)CC1	/	55%[activator]	-6	/
49	CN1CCCCCC(O)c2cc(C(=O)N3CCN(c4ccc(F)cc4)CC3)ccc21 (centres undefined)	?	-15%	1	45µM*
50	CCN(C(=O)Cn1c(SCC(=O)NCc2ccccc2)nc2ccccc21)c1cccc(C)c1	/	-20%	21	/

cpd	HEK293 viab	Luciferase inh	GPT2 inh
41	11%[87.6 µM]	-8%[172 µM]	1%[88.5 µM]
42	-7%	-14%	i
43	6%	/	/
44	-3%	?	i
45	-8%[12.5 µM]	0%	i
46	6%	25µM*	-8%
47	-19%	?	?
48	?	/	/
49	-22%	-2%	2%
50	?	/	/

Additional results follow.
cpd	SMILES	3T3 cytotox	SNCA expr inhib	IP6K1 inh	HEK cytotox
51	O=C(CSC1=Nc2ccccc2C2=NC(Cc3ccccc3)C(=O)N12)Nc1ccccc1 (centres undefined)	/	29%	-21	/
52	COc1ccc(Cl)cc1-c1ccc2c(c1)C(=O)N1CC[C@H](NC(=O)c3cccs3)C[C@H]1C(=O)N2	?	?	-19	32µM*
53	CC(C)n1nc(OC(C)(C)C(=O)NCC2CCOCC2)c2cc(CN3CCOCC3)ccc21	?	-24%	-6	-10%
54	CNS(=O)(=O)c1cn(CC(=O)Nc2ccc(C(C)=O)cc2)cc1S(=O)(=O)NC	/	18%	-4	/
55	CC(=O)N1CCc2nc(C3CC3)nc(-c3ccc(Cl)cc3)c2C1	-32%[138 µM]	-4%[87.6 µM]	8	-30%[172 µM]

cpd	HEK293 viab	Luciferase inh	GPT2 inh
51	?	/	/
52	-24%	-3%	-12%
53	0%	1%	-6%
54	3%	/	/
55	0%[87.6 µM]	-8%[172 µM]	i
